# Mcl1-Bid inh: Mcl-1/Bid interaction inhibition; Q07820; 0.97% of 220,000 active; AID 1021; TR-FRET Mcl-1/Bid-Dy647 peptide binding, 1536-well; inhibition, % at 21.7 µM;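 active = compounds that cut the binding signal by more than half at the single screening dose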;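 note: His-tagged Mcl-1 with europium anti-His antibody binding Bid BH3 peptide; 0% = Mcl-1 plus peptide wells and 100% = peptide-only wells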
# Target sequence (Q07820 whole entry, looked up): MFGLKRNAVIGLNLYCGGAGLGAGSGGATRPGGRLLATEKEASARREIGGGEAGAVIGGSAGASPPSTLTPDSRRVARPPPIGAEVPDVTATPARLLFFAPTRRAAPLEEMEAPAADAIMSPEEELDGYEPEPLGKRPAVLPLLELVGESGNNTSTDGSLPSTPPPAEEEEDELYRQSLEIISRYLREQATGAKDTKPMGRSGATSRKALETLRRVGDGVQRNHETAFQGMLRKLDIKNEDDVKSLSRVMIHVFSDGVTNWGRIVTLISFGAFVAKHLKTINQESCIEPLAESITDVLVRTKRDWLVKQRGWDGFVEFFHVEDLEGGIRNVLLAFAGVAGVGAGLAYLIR
# Cdc42 wt GTP: human Cdc42 wildtype GTP binding change, either direction; 0.2% of 190,000 active; percent activity (GTP binding), % at 10 µM; GST-Cdc42 beads, Bodipy-GTP binding, flow cytometry; actives lie on both sides; P60953; AID 761;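 active = percent activity GTP binding at least 20 points away from the 100% baseline, either down as inhibitor or up as activator; inconclusive = compound flagged as likely green fluorescent from well-wide comparison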;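 note: median bead fluorescence of bound Bodipy-FL-GTP at 100 nM; 0% = excess unlabeled GTP control and 100% = no compound control; below 100% means less GTP binding so inhibitor and above means activator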
# Target sequence (P60953 whole entry, looked up): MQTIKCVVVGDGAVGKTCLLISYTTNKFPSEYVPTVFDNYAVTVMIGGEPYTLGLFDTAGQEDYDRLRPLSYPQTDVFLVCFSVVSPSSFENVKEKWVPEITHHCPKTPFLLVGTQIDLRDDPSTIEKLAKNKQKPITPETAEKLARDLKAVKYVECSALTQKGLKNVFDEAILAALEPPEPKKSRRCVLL
# HRas wt GTP: human HRas wildtype GTP binding, change in either direction; GST-Ras wt beads, Bodipy-FL-GTP binding, flow cytometry; actives lie on both sides; GTP binding activity, % at 10 µM; 0.14% of 190,000 active; AID 759; P01112;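 active = GTP binding activity at least 20% away from the 100% baseline, either lowered as inhibitor or raised as activator; inconclusive = flagged as likely green fluorescent, judged across all proteins in the well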;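 note: 0% = unlabeled GTP competition control and 100% = no-compound control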
# Target sequence (P01112 whole entry, looked up): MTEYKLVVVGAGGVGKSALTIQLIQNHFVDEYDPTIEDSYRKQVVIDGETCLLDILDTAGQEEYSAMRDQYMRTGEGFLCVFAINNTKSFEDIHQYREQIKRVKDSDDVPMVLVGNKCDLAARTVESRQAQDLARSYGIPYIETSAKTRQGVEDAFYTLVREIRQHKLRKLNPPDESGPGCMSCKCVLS
# Rab2A wt mod: changes GTP binding to wildtype dog Rab2A, up or down. GST-Rab2 wt beads, Bodipy-GTP binding, flow cytometry. GTP binding activity, % at 10 µM. 0.19% of 190,000 active;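 active = GTP binding activity at least 20 points away from 100%, either lowered or raised; inconclusive = signal likely due to the compound's own green fluorescence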;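 note: 0% = beads with excess unlabeled GTP and 100% = no-compound control corrected for plate trend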
# Rac1 wt GTP bind: human Rac1 wildtype GTP binding, inhibitors and activators; P63000; GST-Rac1 beads, fluorescent GTP binding, flow cytometry; actives lie on both sides; 0 = cold GTP competed, 100 = untreated; 0.27% of 190,000 active; GTP binding activity (% of control), % at 10 µM;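 active = GTP binding activity at least 20 points away from the 100% control level, either lower or higher; inconclusive = compound flagged as likely green fluorescent, judged across all proteins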
# Rab7 wt modul: alters GTP binding to wildtype dog Rab7; GST-Rab7 beads, fluorescent GTP binding, flow cytometry; actives lie on both sides; untreated = 100%, excess cold GTP = 0%; GTP binding activity (percent of control), % at 10 µM; 0.055% of 190,000 active;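 active = fluorescent GTP binding to Rab7 beads changed by at least 20 points from the 100% baseline, either direction, mostly lower; inconclusive = compound itself probably fluorescent, or too few beads counted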;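 note: median green fluorescence of bound Bodipy-FL-GTP per Rab7 bead population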
# Bim-Mcl-1: disrupts Bim peptide binding to human Mcl-1; inhibition, % at 10 µM; Bead-based flow cytometry, Bim peptide-Mcl-1 binding; 0.1% of 190,000 active; in the data active = inhibition above about 40%;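 note: 0% = no compound tracer wells and 100% = peptide blocker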
# Avidin fluor: avidin bead compound fluorescence profile; Avidin beads, compound fluorescence 488/530 nm, flow cytometry; hits give high values; fluorescence (KMESF) at 10 µM; 0.38% of 220,000 active; in the data active = fluorescence above about 47; note: inactives centre near 10
# Pf gametocyte: inhibitors of late stage P. falciparum gametocyte viability; P. falciparum stage V gametocytes, ATP luminescence, 24 h; inhibition, % at 10.9 µM; 0.065% of 150,000 active; AID 743093;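 active = inhibition above the mean plus 3 SD of compounds within the control limits, set per campaign, cut at about 38% in these data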;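 note: 0% = DMSO wells and 100% = medium only without gametocytes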
# Rac1 act GTP bind: human Rac1 activated mutant GTP binding change | P63000 | GST-Rac1 activated beads, fluorescent GTP binding, flow cytometry; actives lie on both sides; 100% means binding = to untreated wells | percent activity (GTP binding), % at 10 µM | 0.11% of 190,000 active;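 active = GTP binding at least 20 percentage points away from the 100% baseline, in either direction, so actives lie on both sides; inconclusive = Compound likely fluorescent itself, or too few beads counted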
# Mcl1-Noxa inh: disrupts binding of human Mcl-1 to Noxa peptide | inhibition, % at 21.7 µM | 1.5% of 220,000 active | Q07820 | AID 1022 | TR-FRET Mcl-1/Noxa peptide binding, 2 h;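 active = compounds that cut the protein-peptide binding signal by more than 50% relative to plate controls in a single-dose test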;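 note: His-tagged Mcl-1 with rhodamine Noxa BH3 peptide and terbium anti-His antibody; 0% = Mcl-1 plus Noxa peptide wells and 100% = peptide-only wells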
# * hit, by the source's call; ? = inconclusive; . = no result given. This is a random part of the collection (roughly 2.7% active in at least one column).
SMILES,Mcl1-Bid inh,Cdc42 wt GTP,HRas wt GTP,Rab2A wt mod,Rac1 wt GTP bind,Rab7 wt modul,Bim-Mcl-1,Avidin fluor,Pf gametocyte,Rac1 act GTP bind,Mcl1-Noxa inh
CN(C)CCN1C(=O)C(=O)/C(=C(/O)c2ccc(OCc3ccccc3)cc2)C1c1ccncc1 (centres undefined),-10,99,98,99,104,101,-1,17,.,95,-15
COc1ccc(C(=O)NC(C)c2nc3ccccc3n2C)cc1OC (centres undefined),0,101,98,100,100,99,-1,5,.,96,20
c1ccc(-c2nnc(SCC3CCCCO3)nc2-c2ccccc2)cc1 (centres undefined),-10,?,?,?,?,?,-1,27,.,?,4
CCC(C)NC(=O)C1CCCN(C(=O)NC2CCCCC2)C1 (centres undefined),3,102,102,99,100,101,-3,40,.,99,14
CCOC(=O)C1CCCN(C(=S)Nc2ccc(OC)cc2)C1 (centres undefined),-40,98,102,98,103,104,0,25,-11,96,8
Cn1c(-c2ccccc2)c(C=O)c2ccccc21,5,104,100,101,98,99,1,9,0,100,16
O=C(NC1CCCCC1)N1CCC(c2nc3ccc(Cl)cc3[nH]2)CC1,0,98,97,96,95,94,0,8,18,96,7
O=C(NC(=S)N1CCN(c2ccccn2)CC1)c1ccco1,-42,96,97,97,99,101,-1,13,-3,96,-9
N=C1C(=O)OCC1c1ccccc1NC(=O)CN1CCCCC1 (centres undefined),-67,102,102,98,101,101,0,4,.,101,3
O=C(Oc1ccc([N+](=O)[O-])cc1)c1cncc(Br)c1,5,101,99,97,104,100,-2,15,-12,100,4
CN(CC(=O)OCC(=O)Nc1ccccc1)S(=O)(=O)c1ccc(Cl)cc1,-26,103,106,106,107,107,-2,9,.,103,-1
CCOc1ccccc1CN1CCN(C/C=C/c2ccc(OC)cc2)CC1CCO (centres undefined),0,99,98,97,102,98,1,5,6,99,-3
COc1cccc(CNc2ccc(F)c(Cl)c2)c1,2,105,103,102,107,103,0,12,.,101,24
CCOC(=O)c1ccc(CSc2nncn2N)o1,-41,104,102,102,108,99,17,29,.,101,-15
C=C(C)COc1ccc2c3c(c(=O)oc2c1OCC(=C)C)CCC3,13,103,103,101,103,101,-7,5,18,100,-3
COc1ccc(CCN2C(=O)CC(NCc3ccc4c(c3)OCO4)C2=O)cc1OC (centres undefined),-12,99,102,101,109,96,0,17,.,97,8
COc1cccc(CNC(=O)CCSCc2ccccc2F)c1,-29,94,99,100,98,105,2,9,3,95,26
CCCCc1cc(=O)oc2cc(O)cc(O)c12,-33,96,96,97,93,93,-3,11,-2,94,12
C=CCn1c(=N)n(CC(=O)OCC)c2ccccc21,-15,103,104,102,109,102,-3,27,13,101,-17
COc1cc(C(=O)N[C@H](C(=O)NC(C)C23CC4CC(CC(C4)C2)C3)C(C)C)cc(OC)c1OC (some centres undefined),5,97,100,101,104,101,-8,23,-2,98,17
CCN1CCN(CC2CC3C=CC2C3)CC1 (centres undefined),34,101,100,98,104,104,-3,14,.,100,5
CCC(=O)Nc1sc2c(c1C(N)=O)CCC2,-64,100,100,101,100,100,-2,-2,8,99,-1
COc1ccc(C2=NOC(C(=O)NCc3ccccn3)C2)cc1 (centres undefined),-13,103,104,101,103,103,-2,38,.,100,-3
COc1ccccc1C(=O)N1CCNC(=O)C1CC(=O)Nc1cccc(C)c1 (centres undefined),1,104,103,100,110,102,-5,143*,.,102,-1
NS(=O)(=O)c1ccc(NC(=S)N2CCN(c3cccc(Cl)c3)CC2)cc1,-35,101,100,101,108,104,-5,14,14,100,14
Cc1ccc(/C([O-])=C(/C(=S)NCc2ccccc2)[n+]2cccc(CO)c2)cc1[N+](=O)[O-],-47,?,?,?,?,?,-1,8,-1,?,44
CCSc1nc2c(c(=O)[nH]c(=O)n2C)n1CC(O)COc1ccccc1 (centres undefined),-13,98,97,96,97,101,-3,24,-5,92,6
Cc1ccc(OCCn2c(CCNC(=O)C(C)C)nc3ccccc32)cc1,-10,92,93,95,92,96,1,18,.,92,-2
CCOc1ccc(-c2cc(C(=O)N3CCN(c4ccccn4)CC3)c3ccccc3n2)cc1,2,99,98,99,102,99,1,8,.,98,-14
CN1CC(c2ccccc2)C2(SC(=S)N(Cc3ccco3)C2=O)C12C(=O)Nc1ccccc12 (centres undefined),-18,101,102,102,109,106,0,14,9,100,16
Cc1ccc(-c2nnc(N3CCN(c4ccccn4)CC3)c3ccccc23)cc1,-17,100,103,103,110,99,1,13,-14,100,13
CCc1ccc(C2C(C(C)=O)=C(C(=O)OC)Nc3nnnn32)cc1 (centres undefined),-13,106,100,102,107,100,-6,34,.,101,21
S=C(NCCCN1CCOCC1)Nc1ccc(-c2nc3ccccc3[nH]2)cc1,-14,92,95,95,95,94,-9,10,1,95,0
O=C(CCc1ccccc1)NC(=S)Nc1ccc2c(c1)C(=O)OC2,-36,93,93,94,97,95,0,9,.,95,-7
O=C(N1CCCCC1)N1CCN(C(=O)N(c2ccccc2)c2ccccc2)CC1,3,98,97,96,104,97,-6,14,4,97,25
O=C(Cc1cccc(C(F)(F)F)c1)NCc1ccc(Cl)cc1,-6,105,102,101,107,99,-3,12,.,102,17
COc1cccc(OCCCN2CCN(S(=O)(=O)c3ccc(NC(C)=O)cc3)CC2)c1,-33,95,96,95,96,93,-5,2,-1,96,-4
O=C(c1ccco1)N1CCN(Cc2ccc(Cl)cc2)CC1,31,101,101,100,102,98,-1,6,-3,99,18
CCOC(=O)Nc1nn(-c2ccc(C)cc2)c(=O)c(C#N)c1C,-9,98,98,100,99,105,0,10,15,97,1
Cc1ccc(NC(=O)CSc2nc(N)c(-c3ccccc3)c(=O)[nH]2)cc1Cl,6,98,97,96,99,96,-1,5,3,97,2
Cc1cc(NC(=O)CSc2nnc(COc3ccccc3)o2)no1,-12,102,98,100,106,93,-7,20,7,100,-5
O=C(COc1ccc(Br)cc1)OCc1nnc(-c2ccccc2)o1,-13,100,99,99,99,96,-5,4,.,98,-13
CSCCC(NC(=O)c1ccc([N+](=O)[O-])cc1Cl)C(=O)OCC(=O)C12CC3CC(CC(C3)C1)C2 (centres undefined),-23,98,100,102,101,97,-3,7,-23,101,-10
COc1ccc(OC)c(CCNC(=O)Cn2cccc2C(=O)c2ccccc2C)c1,-11,98,95,98,98,101,-6,12,7,93,-5
CCO[C@H]1OC(C(=O)NCc2ccccc2)=C[C@@H](c2ccc(C(F)(F)F)cc2)[C@@H]1CCCO,4,96,95,97,95,100,-3,6,-18,94,-15
CCCc1cc(=O)oc2c(C)c3occ(C)c3cc12,-1,99,99,97,104,100,-7,14,-2,96,13
Cc1n[nH]c(C)c1S(=O)(=O)N1CCCC(C(=O)NCC2COc3ccccc3O2)C1 (centres undefined),-2,104,100,102,106,98,-5,13,-4,100,-19
Cc1ccc(/C=C2/Sc3ccccc3N(CC(=O)NCCCOC(C)C)C2=O)cc1,-9,95,99,101,98,102,-1,4,.,96,13
CCc1ccc(Oc2nc([N+](=O)[O-])nn2C)cc1,1,95,98,100,98,106,-3,6,13,95,5
COc1ccc(C(=O)Nc2c(N)nc(SCC(=O)N3CCCCCC3)[nH]c2=O)cc1OC,-8,93,98,96,96,100,-3,7,.,94,13
Cc1noc(C)c1COC(=O)CCc1nc2ccccc2s1,-27,104,103,105,112,101,-3,11,.,103,-9
Cc1nc2sc(C(c3ccco3)N3CCN(c4cccc(Cl)c4)CC3)c(O)n2n1 (centres undefined),-22,99,96,94,98,94,6,5,.,93,18
COC(=O)c1cc(NC(=O)CC2SC(=Nc3ccccc3)N(CCc3c[nH]c4ccccc34)C2=O)cc(C(=O)OC)c1 (centres undefined),-19,98,98,100,102,95,-2,34,-11,97,21
CN1CCN(c2ccc(NC(=O)c3ccccc3Br)cc2)CC1,-42,100,99,100,98,102,0,16,17,94,-4
CCOC(=O)Cc1cc(=O)n2[nH]c(C)c(-c3ccc(Cl)cc3)c2n1,-68,100,99,99,100,98,0,32,12,98,-77

# Compounds shown so far that have an NH in an aromatic ring:
SMILES,Mcl1-Bid inh,Cdc42 wt GTP,HRas wt GTP,Rab2A wt mod,Rac1 wt GTP bind,Rab7 wt modul,Bim-Mcl-1,Avidin fluor,Pf gametocyte,Rac1 act GTP bind,Mcl1-Noxa inh
O=C(NC1CCCCC1)N1CCC(c2nc3ccc(Cl)cc3[nH]2)CC1,0,98,97,96,95,94,0,8,18,96,7
CCSc1nc2c(c(=O)[nH]c(=O)n2C)n1CC(O)COc1ccccc1 (centres undefined),-13,98,97,96,97,101,-3,24,-5,92,6
S=C(NCCCN1CCOCC1)Nc1ccc(-c2nc3ccccc3[nH]2)cc1,-14,92,95,95,95,94,-9,10,1,95,0
Cc1ccc(NC(=O)CSc2nc(N)c(-c3ccccc3)c(=O)[nH]2)cc1Cl,6,98,97,96,99,96,-1,5,3,97,2
Cc1n[nH]c(C)c1S(=O)(=O)N1CCCC(C(=O)NCC2COc3ccccc3O2)C1 (centres undefined),-2,104,100,102,106,98,-5,13,-4,100,-19
COc1ccc(C(=O)Nc2c(N)nc(SCC(=O)N3CCCCCC3)[nH]c2=O)cc1OC,-8,93,98,96,96,100,-3,7,.,94,13
COC(=O)c1cc(NC(=O)CC2SC(=Nc3ccccc3)N(CCc3c[nH]c4ccccc34)C2=O)cc(C(=O)OC)c1 (centres undefined),-19,98,98,100,102,95,-2,34,-11,97,21
CCOC(=O)Cc1cc(=O)n2[nH]c(C)c(-c3ccc(Cl)cc3)c2n1,-68,100,99,99,100,98,0,32,12,98,-77

# High-throughput results: PubChem, several laboratories
